Source: PubChem
ASM inhibitor = human S-ASM enzyme inhibition; Potency, µM (titrated, usually from 57.5 µM), without a hit: at the highest dose activity change, negative = inhibition, actives largely listed as inhibitors; placental ASM, HMU-PC fluorogenic substrate, 60 min; P17405; 0.006% of 340,000 active; note: potency is the fitted concentration of half-maximal effect
Target sequence (P17405 47-631 limits assumed): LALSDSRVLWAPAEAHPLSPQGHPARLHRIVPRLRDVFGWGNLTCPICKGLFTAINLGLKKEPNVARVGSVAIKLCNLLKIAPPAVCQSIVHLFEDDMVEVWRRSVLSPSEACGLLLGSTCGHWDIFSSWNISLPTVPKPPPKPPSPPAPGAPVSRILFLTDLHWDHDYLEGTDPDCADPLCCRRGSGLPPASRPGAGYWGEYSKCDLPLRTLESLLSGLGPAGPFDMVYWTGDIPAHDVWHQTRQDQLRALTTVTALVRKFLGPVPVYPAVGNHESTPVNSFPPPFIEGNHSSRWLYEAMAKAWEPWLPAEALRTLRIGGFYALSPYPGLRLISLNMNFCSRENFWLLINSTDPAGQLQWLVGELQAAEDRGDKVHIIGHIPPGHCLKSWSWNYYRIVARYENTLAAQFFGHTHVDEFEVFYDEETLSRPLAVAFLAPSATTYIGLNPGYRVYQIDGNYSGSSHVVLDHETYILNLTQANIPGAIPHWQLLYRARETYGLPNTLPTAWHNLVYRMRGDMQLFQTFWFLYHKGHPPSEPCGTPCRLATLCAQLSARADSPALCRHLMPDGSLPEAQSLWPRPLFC
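HMU-PC0 cleavage (9 uM final) by human placental ASM, 60 min at 37 °C following 10 min compound exposure at RT; stopped at pH 10, fluorescence Ex 386/Em 447 nm.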
A-T KAP1 phos = potential ataxia-telangiectasia treatment; […] A-T fibroblasts, KAP-1 phosphorylation AlphaLISA; neocarzinostatin DNA damage 30 min before lysis; Potency, µM (series often up to 57.5 µM), for inactives: at the highest dose activation, hits mostly activators; 0.19% of 320,000 active; note: potency is the fitted concentration of half-maximal effect; % of control where 0% means no effect; nearly all actives have a fitted effect of over 45% in size
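ATM-like activity read as KAP-1 phosphorylation via AlphaLISA donor/acceptor antibody pairs after lysis and 6 hr at 25C. Cells were ATM-null patient fibroblasts ([…], hTERT), dosed 60 min, then exposed to the DSB inducer NCS for 30 min.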
CXXC DNA block = blocks binding of human MLL CXXC domain to DNA. Q03164. MLL-CXXC / FITC-HOXA9 DNA fluorescence polarization. Potency, µM (doses to about 115 µM), for inactives: at the top dose activity change, negative = inhibition, hits mostly inhibitors. 0.037% of 290,000 active. AID 2662; active = well fitted inhibition curve with a large enough effect in the polarisation, with a control signal flat, not every such curve was filed as active; inconclusive = small, poorly fitted or top-dose-only effect, or effect the other way, or a change in a side signal; inactive = no such curve, though single readings can be large or run the other way; the % refers to the polarisation; note: potency is the fitted concentration of half-maximal effect
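Fluorescence polarization: 7 uM MLL-CXXC (stock) preincubated 5 min with compounds, then 50 nM fluorescein-HOX-A9 DNA (stock) added; 30 min ambient. Buffer 50 mM Tris-HCl pH 7.5, 50 mM NaCl, 1 mM DTT, 0.05% BSA.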
TRPV1 agonist = agonists of human vanilloid receptor 1 (TRPV1) | Q8NER1 | TRPV1-expressing cells, Fluo-8 calcium influx, agonist mode | activation, % at 8.33 µM | 0.19% of 320,000 active | AID 540275; in the data active = activation above about 80%; inconclusive = between about 30% and that limit; note: 0% is about no effect
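Cells expressing TRPV1 were dye-loaded with Fluo-8 and read kinetically: 10 s baseline, 3 min after compound (agonist portion), then 2 min after EC20 capsaicin (allosteric enhancer portion). Calcium-bound dye fluorescence at 480/520 nm.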
FBPA coupling cs = inhibits coupling enzyme system, counter-screen for aldolase hits. 0.67% of 290,000 active. coupling enzyme system counterscreen, AmpLite Red fluorescence. activity change, negative = inhibition, % at 58.2 µM, hits read low; in the data active = activity change below about -30%; note: % is set by controls: 0 for no effect and ±100 for the full control effect
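Fluorescence at 525 nm excitation and 598 nm emission measured inhibition of the coupled detection system without aldolase. Compounds (at 57.5 uM final) were preincubated 10 min at room temperature with coupling enzyme reagent before a 20 min substrate/AmpLite Red step.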
MBNL1-CUG inh = inhibitors of human MBNL1 binding to CUG repeat RNA; Q9NR56; TR-FRET MBNL1-His/biotin-(CUG)12 binding, 665/545 ratio; Potency, µM (highest dose often 57.5 µM), for inactives: at the top dose activity change, negative = inhibition, actives largely listed as inhibitors; AID 2675; 0.036% of 280,000 active; active = well fitted inhibition curve with a large enough effect in the signal ratio, with a control signal flat, not every such curve was filed as active; inconclusive = small, poorly fitted or top-dose-only effect, or effect the other way, or a change in a side signal; inactive = no such curve, though single readings can be large or run the other way; the % refers to the signal ratio; note: potency is the fitted concentration of half-maximal effect; % is set by controls: 0 for no effect and ±100 for the full control effect
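MBNL1-His + Biotin-(CUG)12, cpd titration 92 nM–58 uM; Tb anti-His Ab 0.055 ng/ul, SA-XL665 5 nM (final); 60 min RT; ratiometric 665/545 nm, Ex 340 nm; normalized to buffer and full-complex controls.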
GALK inhibitor = galactokinase (human) inhibition | 0.007% of 270,000 active | P51570 | Purified GALK, Kinase-Glo residual ATP luminescence | Potency, µM (top dose mostly 57.5 µM), for the others: at the top dose activity change, negative = inhibition, hits mostly inhibitors | AID 1868; note: potency is the fitted concentration of half-maximal effect; % is set by controls: 0 for no effect and ±100 for the full control effect
Target sequence (P51570 whole entry, looked up): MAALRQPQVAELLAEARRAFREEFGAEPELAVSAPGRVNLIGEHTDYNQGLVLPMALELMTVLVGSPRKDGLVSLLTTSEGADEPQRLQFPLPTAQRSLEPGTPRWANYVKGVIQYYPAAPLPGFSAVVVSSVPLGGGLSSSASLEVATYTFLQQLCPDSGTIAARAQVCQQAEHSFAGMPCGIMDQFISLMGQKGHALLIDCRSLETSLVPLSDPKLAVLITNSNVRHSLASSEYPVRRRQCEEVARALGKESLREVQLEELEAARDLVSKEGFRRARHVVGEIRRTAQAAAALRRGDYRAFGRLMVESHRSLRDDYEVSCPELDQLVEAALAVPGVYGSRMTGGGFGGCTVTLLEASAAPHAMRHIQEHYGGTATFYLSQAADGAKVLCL
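Luminescence from leftover ATP (Ultra-Glo luciferase/luciferin) served as read-out after a 1 h room-temperature reaction of 5 nM GALK with 35 uM ATP and 100 uM galactose.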
Integrin act MD = integrin-mediated muscular dystrophy alleviation activation; 0.064% of 350,000 active; Potency, µM (series often up to 38.3 µM), inactives show top-dose activation, usual class: activators; alpha7betagal myoblasts, beta-gal FDG fluorescence, 48 h;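 note: potency is the fitted concentration of half-maximal effect; 100% = response of the positive control SU9516; nearly all actives have a fitted effect of over 60% in size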
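Alpha7betagal+/- myoblasts (passage 13) were plated 16-24 hr, then exposed to compounds (1:260 dilution of DMSO stock) for 48 hours at 37C. After MPER lysis, β-galactosidase reporter activity was read as FDG fluorescence (ex 480/em 540) after 30 minutes.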
hERG WT inh = KCNH2 (human, wildtype) channel inhibition; U2OS, BacMam KCNH2, thallium flux FluxOr; active compounds read low; Q12809; 0.37% of 340,000 active; activity change, % at 1.84 µM;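 active = maximum activity change below -70%; inconclusive = maximum activity change between -70% and -50%; inactive = maximum activity change above -50%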; note: % is set by controls: 0 for no effect and ±100 for the full control effect
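U2OS cells transduced with wild-type KCNH2 virus are loaded with FluxOr dye for 45 min, and thallium flux is measured in kinetic reads before and after stimulation buffer. Rate constants are normalized to DMSO controls.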
KCNH2 3.1 block = blocks the human KCNH2 3.1 channel isoform. U2OS KCNH2 3.1, thallium flux FluxOr; active compounds read low. 0.95% of 340,000 active. activity change, % (tested at about 1.8 µM);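 active = maximum activity change below -70%; inconclusive = maximum activity change from -70% to -50%; inactive = maximum activity change above -50%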;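 note: thallium influx rate constant from kinetic fluorescence after stimulation buffer; % is set by controls: 0 for no effect and ±100 for the full control effect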
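Virally transduced U2OS (3.1 isoform, 4 h infection in dark at RT) → overnight 37 C → FluxOr + Red40 in HBSS/HEPES, 45 min → stimulation buffer, 2 min kinetic read → rate constant vs DMSO controls.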
* marks the source's active call; other numbers are inactive results; u = inconclusive; x = not tested or not shown; & = joins results of further samples; [ ] = another dose, or the depositor's remark. Unless noted, calls come from the whole dose curve; as a rule, active = well fitted curve in the direction sought with a large enough effect; inconclusive = small, poorly fitted or top-dose-only effect, or another doubt; inactive = no such curve, though single readings can be large; an effect the other way counts as inactive or inconclusive. This is a random part of the collection; any-hit rate near 2%.

Every second line gives: ASM inhibitor	FBPA coupling cs	A-T KAP1 phos	CXXC DNA block	hERG WT inh	KCNH2 3.1 block	MBNL1-CUG inh	TRPV1 agonist	GALK inhibitor	Integrin act MD
Cc1ccc(C)c(C2=CSC3=NS(=O)(=O)CCN23)c1
  3%	-2	x	2%	1	3	-7%	4	0%	2%
O=C(CSc1nc(O)cc(=O)[nH]1)N1CCCc2ccccc21
  3%	3	2%	1%	-5	6	-8%	2	-1%	13%
O=C(c1ccc([N+](=O)[O-])o1)N1CCN(c2nc3ccc(F)cc3s2)CC1
  -12%	x	4%	x	8	u	x	u	x	-31%[inhibitor]
COc1ccc(N2C(=NC(=O)CCC3CCCC3)SC3CS(=O)(=O)CC32)cc1 (configuration not stated)
  -2%	1	-2%	-2%	11	56	0%	-2	5%	19%
COc1ccccc1NC(=O)Cc1csc(NC(=O)c2ccccc2)n1
  -3%	0	2%	9%	-1	14	-6%	0	-2%	10%
O=C(NC12CC3CC(CC(C3)C1)C2)c1cccc([N+](=O)[O-])c1
  -2%	-4	9%	5%	0	7	u	u	6%	-47%[inhibitor]
CC(=O)c1c(C)n([O-])c2ccccc2[n+]1=O
  20%	-2	5%	1%	-18	5	u	4	-1%	-1%
CC(C)N(C)CCOC(=O)C1COc2ccccc2O1 (configuration not stated)
  4%	-3	10%	-2%	1	-204*	1%	-5	-2%	-5%
Cc1ccc(CN2C(=O)CCC2C(=O)NCCCN2CCOCC2)cc1 (configuration not stated)
  8%	0	-3%	-1%	-8	3	-3%	2	-2%	21%
C/C=C/C=C/C(=O)Nc1cccc(C2=NOC3(C2)C[C@H](C(N)=O)N(C(=O)CC(c2ccccc2)c2ccccc2)C3)c1 (some centres not stated)
  x	0	35%	-6%	x	x	-7%	2	4%	x
CN(CC(=O)Nc1ccc(OC(F)(F)F)cc1)S(=O)(=O)c1cnc[nH]1
  -2%	x	-5%	7%	-6	12	0%	0	-2%	-5%
O=C(Cc1ccccc1)Nc1nnc(-c2ccccc2)o1
  2%	0	2%	2%	9	-11	4%	2	x	-14%
NC(=O)c1nnsc1-c1ccco1
  -4%	x	x	x	-2	3	x	x	x	25%
CCOC(=O)c1ccc(COC(=O)CNC(=O)CNC(=O)Cc2ccccc2)cc1
  3%	x	0%	11%	-1	-5	0%	1	-2%	-12%
Cc1ccc(C2=NN(Cc3nnc(-c4ccccc4)o3)C(=O)SC2)cc1
  -3%	3	1%	13%	-2	-6	u	20	2%	-31%[inhibitor]
O=C(NCCCNC(=O)c1ccco1)c1ccc(Cl)c(Cl)c1
  -2%	3	7%	5%	-1	1	-6%	5	9%	7%
Cc1nc(C(F)(F)F)ccc1C(=O)Nc1ccccc1N1CCOCC1
  4%	x	1%	-10%	2	15	-2%	-3	5%	18%
CCc1cccc(C)c1NC(=O)CSc1ncn[nH]1
  2%	1	0%	1%	4	17	1%	-4	-2%	17%
COc1ccc(C(=O)C[n+]2cc(-c3ccc(OC)cc3)n3c2CCCC3)cc1
  1%&0%	3&1	1%&2%	5%&5%	3&10	u	4%&1%	-4&1	11%&-1%	-64%&-32%[inhibitor]
CCNc1nc(NCC)nc(C(=O)Nc2ccccc2)n1
  0%	x	4%	-1%	-1	-5	-4%	-4	0%	15%
CCOc1cc(N2CCOCC2)c(OCC)cc1NC(=O)c1ccc(NC(C)=O)cc1
  3%	-2	0%	5%	-10	-5	x	3	0%	9%
O=C(c1ccco1)N1CCN(c2cc(N3CCOCC3)c(F)cc2[N+](=O)[O-])CC1
  -5%	2	2%	-4%	-5	18	u	1	0%	-17%
CC(=O)N1CCc2c(sc(NC(=O)C3CCCN3S(=O)(=O)c3cccs3)c2C(N)=O)C1 (configuration not stated)
  122%[activator]	x	-9%	x	0	-4	x	-1	x	-27%
O=C1CC2(CC(c3ccc(Cl)cc3)=NO2)C(=O)N1c1ccccc1 (configuration not stated)
  -2%	-1	-2%	12%	15	-2	x	1	8%	-6%
CCN(C(=O)COC(=O)/C=C/c1ccco1)c1c(N)n(Cc2ccccc2)c(=O)[nH]c1=O
  -1%	x	11%	x	-1	26	x	1	x	7%
Cc1ccc(-c2c(C(=O)N/N=C/c3ccsc3)nnn2-c2nonc2N)cc1
  -11%	-28	2%	10%	4	10	12%	u	8%	13%
CCC(CCC(=O)NNC(=O)Cc1ccc([N+](=O)[O-])cc1)C(=O)O (configuration not stated)
  2%	3	13%	12%	32	14	9%	1	-4%	9%
O=C(O)C1C2CC2CN1C(=O)c1ccc(Cl)cc1Cl (configuration not stated)
  2%	4	1%	-2%	7	13	3%	0	1%	13%
O=C(NCc1ccco1)c1ccc2c(c1)N(Cc1ccccc1)C(=O)CS2
  -4%	-1	-1%	0%	-4	-7	-1%	7	1%	-11%
CCO[C@H]1OC(C(=O)N2CCN(C)CC2)=C[C@@H](c2ccc3c(c2)OCO3)[C@@H]1CCCO
  -9%	4	-9%	-11%	0	12	0%	-2	2%	18%
O=S(=O)(N1CCOCC1)N1CCOCC1
  3%	1	1%	3%	-8	-8	1%	-3	2%	-11%
COc1ccccc1NC(=O)c1oc2ccccc2c1NC(=O)c1ccco1
  122%[activator]	-2	9%	3%	5	0	0%	10	0%	8%[7.66 µM]
Cc1onc(-c2ccccc2Cl)c1C(=O)Nc1ccc2c(c1)OCO2
  0%	1	-1%	-3%	-3	-9	3%	-3	1%	2%
NS(=O)(=O)c1cccc(NC(=O)COC(=O)CCC2CCCC2)c1
  -2%	x	19%	x	-3	-4	x	x	x	7%
CCOc1cc(CN2CCCC(N3CCN(c4ccc(F)cc4)CC3)C2)ccc1OC (configuration not stated)
  5%	2	-1%	4%	34	-32	-4%	-5	3%	u
COCC(=O)Nc1nc(-c2ccc(-c3ccccc3)cc2)cs1
  4%	0	2%	3%	0	-23	68%[activator]	-1	-6%	-36%
COc1ccc(CN2C(=O)c3ccccc3C(/C=N\OCc3ccc(F)cc3)C2=O)cc1 (configuration not stated)
  33%[activator]	-25	2%	-7%	-1	-36	1%	u	-4%	-18%
CCN(CC)CCNC(=O)C1c2cc(OC)c(OC)cc2C(=O)N2CCc3ccccc3C12 (configuration not stated)
  4%	-1	-2%	5%	3	13	2%	1	4%	0%
COc1ccccc1-n1c(CNC(=O)c2cccs2)n[nH]c1=S
  3%	0	-1%	3%	-6	3	-3%	1	0%	-22%
O=C(CCn1c(=O)[nH]c2ccccc2c1=O)N1CCN(c2ccc(Cl)cc2)CC1
  -12%	-4	4%	3%	0	14	6%	21	-1%	-13%
O=C(N/N=C/c1cccc(O)c1)c1ccc(COc2ccc3c(c2)CCC3)o1
  -14%	0	1%	19%	3	x	6%	-9	-1%	-23%
O=C(CN1CCN(c2ccccc2)CC1)Nc1cccc(C(F)(F)F)c1
  0%	-3	6%	-6%	7	-5	-6%	2	1%	16%
COc1cc(C2C(C#N)=C(N)OC3=C2C(=O)CCC3)ccc1OC(=O)N1CCOCC1 (configuration not stated)
  1%	1	8%	2%	6	6	-2%	-3	3%	-11%
COc1cccc(C2/C(=C(/O)c3ccc4c(c3)CC(C)O4)C(=O)C(=O)N2c2nnc(C)s2)c1 (configuration not stated)
  -1%	x	-2%	8%	4	-7	u	1	-2%	-22%
COCCN(C(=S)Nc1cc(C)ccc1C)C(C)c1cccnc1 (configuration not stated)
  2%	6	2%	-2%	3	x	x	-11	1%	-11%
CC(=O)NC(c1ccc2ccccc2c1)c1ccc2cccnc2c1O (configuration not stated)
  -3%	0	-4%	11%	-1	-3	33%[activator]	-1	-3%	-13%
